Screening results (PubChem)
RGS4 pot: RGS4 potentiators or activators, primary screen, cell-based, HEK293 M3R inducible RGS4, calcium flux; B-score at 10 µM; carbachol calcium flux Fluo4; stronger effect = lower value; AID 463111, 2010; 0.92% of 310,000 active;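 active = B-score of the integrated calcium signal more than 4 SD below the library mean, with starting fluorescence not abnormally high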;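 also: negative B-score means reduced calcium response which marks RGS4 activation or potentiation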
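Material: Inducible-RGS4 HEK293 cells carrying M3 receptor; also added: carbachol at ECmax as muscarinic agonist stimulus; incubation: compound preincubation 20 min at room temperature before agonist; signal: Fluo4-AM (2 µM) calcium-flux fluorescence, kinetic read; measure: integrated calcium ratio converted to B score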
MrgX1 antag: antagonists of human MrgX1 receptor, primary screen, HEK293 cells, Fluo-4 calcium flux | BAM8-22 antagonism; stronger effect = lower value | B-score at 10 µM | 1.3% of 310,000 active | AID 588676, 2011;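 active = calcium-response B-score plate-corrected more than 3 library SD below zero, starting fluorescence within 5 deviations, no agonist response on first addition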;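 also: peak minus trough fluorescence over baseline after final BAM8-22 challenge near maximal dose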
SKKanGAS inh: S. pyogenes SKKanGAS growth inhibitors in kanamycin, primary screen, streptokinase expression inhibitor project, SKKanGAS strain, BacTiter-Glo luminescence; 1.3% of 300,000 active; inhibition, % at 7.5 µM; 6 h;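 active = mean replicate score, as percent of positive control median, at least 50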;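 also: strain carries kanamycin resistance gene driven by streptokinase promoter and grows in 40 µg/ml kanamycin; loss of luminescence reflects streptokinase promoter inhibition or plain growth inhibition; 0% = median of DMSO wells and 100% = positive control at its reference dose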
MrgX1 allo act: positive allosteric modulators of MrgX1, primary screen, HEK293 cells, Fluo-4 calcium flux. Mas-related G-protein coupled receptor member X1 (Homo sapiens), Q96LB2. FDSS; stronger effect = higher value. B-score at 10 µM. 0.63% of 310,000 active. AID 588675, 2011;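 active = plate-corrected calcium response at least 3 library SD above typical, normal starting fluorescence, not activating the receptor alone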;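 also: compound read alongside a low EC10 to EC30 dose of BAM8-22 agonist; peak minus trough fluorescence over baseline measured at the second addition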
Platelet DG rel: inhibitors of platelet dense granule secretion, primary screen, cell-based, MLPCN, human platelets. human platelet-rich plasma, SFLLRN dense granule ATP release, luminescence. inhibition, %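 (compounds screened at 7.5 µM in platelet-rich plasma)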. 0.22% of 300,000 active. AID 1663, 2009;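 active = mean replicate score, as percent of positive control, at or above 50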
TRPC6 activator: mouse TRPC6 channel activators, primary screen, cell-based, HEK293, membrane potential dye; Short transient receptor potential channel 6 (Mus musculus), Q61143; HEK293-TRPC6 membrane potential dye fluorescence; stronger effect = higher value; B-score at 10 µM; 0.13% of 310,000 active;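 active = B-score of the integrated fluorescence ratio above library mean plus 3 SD, and starting fluorescence ratio within library mean plus 5 SD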;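 also: higher score means more depolarization so channel activation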
Target sequence (Q61143 whole entry, looked up): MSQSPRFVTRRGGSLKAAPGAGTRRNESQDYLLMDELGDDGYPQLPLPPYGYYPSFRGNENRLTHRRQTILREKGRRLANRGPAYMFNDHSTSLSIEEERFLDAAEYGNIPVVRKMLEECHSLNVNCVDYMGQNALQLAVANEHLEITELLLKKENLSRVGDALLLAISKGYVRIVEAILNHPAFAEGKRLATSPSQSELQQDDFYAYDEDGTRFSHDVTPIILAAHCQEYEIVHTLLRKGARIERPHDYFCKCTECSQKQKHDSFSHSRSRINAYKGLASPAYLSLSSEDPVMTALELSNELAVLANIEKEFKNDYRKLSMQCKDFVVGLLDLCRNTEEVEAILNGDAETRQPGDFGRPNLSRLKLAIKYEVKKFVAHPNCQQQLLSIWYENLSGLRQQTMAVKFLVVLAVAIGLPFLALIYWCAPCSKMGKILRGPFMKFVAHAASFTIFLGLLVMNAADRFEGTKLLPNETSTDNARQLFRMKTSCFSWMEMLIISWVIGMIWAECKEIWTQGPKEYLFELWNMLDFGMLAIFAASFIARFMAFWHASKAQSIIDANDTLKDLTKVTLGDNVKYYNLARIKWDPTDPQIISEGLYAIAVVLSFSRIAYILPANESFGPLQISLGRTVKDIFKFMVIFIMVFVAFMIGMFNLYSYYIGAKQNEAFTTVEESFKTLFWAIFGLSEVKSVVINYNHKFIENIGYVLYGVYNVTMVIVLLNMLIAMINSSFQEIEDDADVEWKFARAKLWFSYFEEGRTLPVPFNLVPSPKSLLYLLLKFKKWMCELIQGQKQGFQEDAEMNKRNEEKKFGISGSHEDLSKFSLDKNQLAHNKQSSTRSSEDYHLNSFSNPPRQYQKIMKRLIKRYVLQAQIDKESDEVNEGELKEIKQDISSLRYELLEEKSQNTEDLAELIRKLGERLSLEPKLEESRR
MrgX1 ag: agonists of human MrgX1 receptor, primary screen, HEK293 cells, Fluo-4 calcium flux; B-score at 10 µM; 0.44% of 310,000 active; Mas-related G-protein coupled receptor member X1 (Homo sapiens), Q96LB2; Fluo-4 calcium fluorescence, agonist mode; stronger effect = higher value;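 active = calcium response B-score plate-corrected fluorescence ratio at least 3 library SD, with starting fluorescence B-score inside 5 SD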
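Assay system: MrgX1-expressing HEK293 cells / Amount: fifteen thousand cells per well / Doses: test compound in the initial addition of three / Timing: cells plated overnight, dye loaded 0.5 h 37 °C, 0.5 h room temperature / Technique: kinetic calcium dye fluorescence, Fluo-4 NW / Control set: positive and negative controls per plate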
HIF act: HIF pathway transcriptional activators, primary screen, cell-based, U2OS HRE-luciferase, luminescence; U2OS HRE-luciferase reporter; normalized: DMSO 0%, desferrioxamine 100%; activation, % at 7.5 µM (by protocol); 0.32% of 300,000 active; AID 1910, 2009;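 active = mean activation of at least 10% of the iron chelator positive control signal, with at least half of replicates also reaching 10%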
TRPC6 inh: mouse TRPC6 channel inhibitors, primary screen, cell-based, HEK293, membrane potential dye | 1.1% of 310,000 active | ACh-evoked depolarization; stronger effect = lower value | B-score at 10 µM | Short transient receptor potential channel 6 (Mus musculus), Q61143;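 active = B-score under library mean minus 3 SD, initial fluorescence not abnormally high, positive integrated signal ratio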;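 also: B-score derived from integrated fluorescence ratio over the kinetic read; more negative B-score means stronger inhibition of depolarization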
RGS4 inh: RGS4 inhibitors, primary screen, cell-based, HEK293 M3R inducible RGS4, calcium flux; Regulator of G-protein signaling 4 (Homo sapiens), P49798; Fluo-4 calcium flux; stronger effect = higher value; triggered by carbachol at its EC20; B-score at 10 µM; 0.45% of 310,000 active; AID 463165, 2010;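 active = B-score, a plate-corrected calcium signal, over three deviations above library mean, with baseline fluorescence within five deviations of library mean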;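 also: RGS4 expression induced by doxycycline in cells with stable M3 receptor; B-score is computed from the integrated fluorescence ratio over baseline after carbachol; higher B-score means a larger calcium signal and so more RGS4 inhibition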
Target sequence (P49798 whole entry, looked up): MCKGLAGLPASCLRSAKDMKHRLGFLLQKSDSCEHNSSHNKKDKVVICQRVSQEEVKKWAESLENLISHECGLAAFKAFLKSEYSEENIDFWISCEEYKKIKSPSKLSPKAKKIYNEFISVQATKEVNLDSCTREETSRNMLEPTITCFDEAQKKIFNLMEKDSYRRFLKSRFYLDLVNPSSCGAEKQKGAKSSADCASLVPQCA
TRPC4 inh: inhibitors of mouse TRPC4 channel, primary screen, Fluo4 calcium, HEK293 TRPC4beta/mu-opioid cells | Short transient receptor potential channel 4 (Mus musculus), Q9QUQ5 | DAMGO-evoked Fluo4 calcium flux; stronger effect = lower value | B-score at 10 µM | 0.39% of 300,000 active | AID 2247, 2010;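 active = B-score over 3 SD under the library average, no early fluorescence shift, positive overall ratio signal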
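Assay system: Stable TRPC4beta/mu-opioid receptor HEK293 cells | Reagent: DAMGO in two steps, submaximal then maximal | Compound dosing: Single concentration per test compound | Signal: Fluo4 Ca2+ flux fluorescence | Evaluation: Per-well B score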
Numbers without * were called inactive; i = inactive; nt = no result given.

Each structure is followed by: TRPC4 inh, HIF act, RGS4 pot, SKKanGAS inh, MrgX1 antag, RGS4 inh, Platelet DG rel, TRPC6 activator, TRPC6 inh, MrgX1 ag, MrgX1 allo act
1. COC(=O)c1sccc1NC(=O)CSc1ccc(Cl)cc1
 : i, -0.1, i, 0.3, i, i, 6.9, i, i, i, i
2. Clc1ccc(C2=Nn3c(nnc3-c3n[nH]c4c3CCC4)SC2)cc1Cl
 : i, 2.0, i, 36.0, i, 10.4*, -2.1, i, i, i, i
3. CCOc1ccc(CNC(=S)N/N=C/c2cccnc2)cc1
 : i, 0.3, i, -4.1, i, i, -2.4, i, i, i, i
4. Cc1ccc(S(=O)(=O)c2ccc(-n3nc(C)cc3N)cc2)cc1
 : i, -0.1, i, 1.7, i, i, 1.4, i, i, i, i
5. Cc1ccc(S(=O)(=O)Nc2c(C)n(C)n(-c3ccccc3)c2=O)cc1C(=O)NCc1ccccn1
 : i, 0.2, i, 0.3, i, i, -2.1, i, i, i, i
6. Cc1ccc(S(=O)(=O)N2CCCCCC2)cc1[N+](=O)[O-]
 : i, -0.1, i, -4.4, i, i, 8.7, i, i, i, i
7. N#Cc1cccc(NC(=O)COc2ccc(-n3ccnc3)cc2)c1
 : i, -0.2, i, 0.8, i, i, 2.6, i, i, i, i
8. COc1ccc2oc(C(=O)C3CC3)c(N)c2c1
 : i, 0.9, i, -4.2, i, i, 2.2, i, i, i, i
9. O=C(CSc1nnc(NC(=O)C2CC2)s1)NCc1cccs1
 : i, -0.7, i, -9.9, i, i, -4.0, i, i, i, i
10. CC(C)Cc1nc2n[nH]c(N)c2c2c1COC(C)(C)C2
 : i, -0.9, i, -0.3, i, i, -9.3, i, i, i, i
11. COc1cc([N+](=O)[O-])ccc1NC(=O)COC(=O)c1ccc(NC(N)=O)cc1
 : i, -0.3, i, 1.1, i, i, 4.0, i, i, i, i
12. CN(C(=O)Nc1ccccc1)C1CCS(=O)(=O)C1 (configuration not stated)
 : i, nt, i, -0.5, i, i, nt, i, i, i, i
13. CC(=O)Nc1ccc(NS(=O)(=O)c2ccc3c(c2)n(C)c(=O)n3C)cc1
 : i, 0.2, i, -5.2, i, i, -1.3, i, i, i, i
14. CCN(CC)CCN(Cc1cc2cccc(C)c2[nH]c1=O)C(=S)Nc1ccccc1
 : i, 0.6, i, 4.0, i, i, 21.7, i, i, i, i
15. O=C(NC(c1ccccc1)c1c(O)ccc2ccccc12)c1ccccc1Cl (configuration not stated)
 : i, -0.5, i, nt, i, i, -7.6, i, i, i, i
16. Cc1ccc(C)c(OCCCN2CCc3ccccc3C2)c1
 : i, -2.6, i, -0.7, i, i, -1.3, i, i, i, i
17. CC(C)CN(C(=O)c1cccc(Cl)c1)c1c(N)n(CC(C)C)c(=O)[nH]c1=O
 : i, -0.9, i, -1.1, i, i, 3.4, i, i, i, i
18. O=[N+]([O-])c1cccc(-n2nnnc2CNCc2ccccc2)c1
 : i, -0.1, i, 1.2, i, i, -4.5, i, i, i, i
19. CCOc1ccc(CCNC(=O)c2cccc(S(=O)(=O)N3CCN(C(C)=O)CC3)c2)cc1OCC
 : i, -18.9, i, -6.2, i, i, -1.5, i, i, i, i
20. COc1ccc(NC(=O)Nc2ccc3nsnc3c2)cc1
 : i, 3.3, i, -18.4, i, i, -2.7, i, i, i, i
21. COc1ccc(NC(=S)NNC(=O)c2ccc(S(=O)(=O)N3CCOCC3)cc2)cc1
 : i, 0.1, i, -5.6, i, i, -0.8, i, i, i, i
22. CCOC(=O)c1ccc(Nc2cc(C)nc3ncnn23)cc1
 : i, 0.2, i, 5.8, i, i, 4.2, i, i, i, i
23. O=C(Nc1cc(S(=O)(=O)N2CCCCC2)ccc1N1CCCCC1)c1ccncc1
 : i, 0.1, i, 0.4, i, i, 1.6, i, i, i, i
24. c1ccc(-c2nnc3sc(-c4ccncc4)nn23)cc1
 : i, -0.3, i, 0.6, i, i, 3.5, i, i, i, i
25. Cc1ccc(NC(=O)[C@H](C)NC(=O)C2CCN(C(=O)[C@@H](N)C(C)C)CC2)cc1
 : i, 0.0, i, -0.4, i, i, -1.8, i, i, i, i
26. Cc1cc(NC(=O)CSc2nc(N)c(NC(=O)c3ccc(F)c(F)c3)c(=O)[nH]2)no1
 : i, -0.3, i, 0.1, i, i, 28.3, i, i, i, i
27. Cc1cc(NC(=O)CCCC(=O)OCC(F)(F)C(F)F)cc(C)c1C(=O)O
 : i, -0.3, i, -4.0, i, i, -8.0, i, i, i, i
28. CCN1CCN(c2ccc(S(=O)(=O)N3CCOCC3)cc2NC(=O)/C=C/c2ccc(C)cc2)CC1
 : i, -0.5, i, -2.6, i, i, 8.5, i, i, i, i
29. Cc1nc(C(=O)NCCO)cc2c1[nH]c1ccccc12
 : i, 0.5, i, 3.6, i, i, -4.2, i, i, i, i
30. O=C1NC(=O)/C(=C\c2ccccc2OCc2cccc([N+](=O)[O-])c2)N1
 : i, -0.3, i, -1.2, i, i, 0.7, i, i, i, i
31. O=C(NCCc1ccc(Cl)cc1)c1ccc(NC2=NC3CS(=O)(=O)CC3S2)cc1 (configuration not stated)
 : i, 0.0, i, -5.5, i, i, -1.6, i, i, i, i
32. CSCCC(NC(=O)c1ccco1)C(=O)OC(C)C(=O)NC(=O)NC1CCCCC1 (configuration not stated)
 : i, -0.2, i, -9.9, i, i, 4.8, i, i, 92*, i
33. O=C(Nc1ccccc1)N1CCN(CCc2ccccc2)CC1
 : i, 0.0, i, -2.1, i, i, 10.6, i, i, i, i
34. CCc1ccc(Nc2nc3ccccc3c(=O)s2)cc1
 : i, 0.0, i, 26.9, i, i, -2.4, i, i, i, i
35. CCC(=O)Nc1cccc(NC(=S)NC(=O)c2cccc(C)c2)c1
 : i, 2.0, i, 7.7, i, i, -2.3, i, i, i, i
36. Cc1ccc2nc(-c3cccc(S(=O)(=O)N4CCCC4)c3)cn2c1
 : i, 2.8, i, -4.1, i, i, 6.1, i, i, i, i
37. O=c1[nH]c(C2CCN(S(=O)(=O)c3ccccc3)CC2)nc2c1nnn2Cc1c(F)cccc1Cl
 : i, -0.4, i, 20.3, i, i, 1.2, i, i, i, i
38. Cc1nc2ccccc2c2oc(C(=O)N3CC(C)CC(C)C3)cc12 (configuration not stated)
 : i, -0.5, i, 14.4, i, i, 1.5, i, i, i, i
39. COc1cccc(C(=O)N2CCN=C2SC)c1
 : i, -1.1, i, 0.6, i, i, 7.2, i, i, i, i
40. CC(=O)c1ccccc1NC(=O)CC1(CC(=O)O)CCCCC1
 : i, 0.2, i, 16.8, i, i, 3.2, i, i, i, i
41. COc1cc(OC)cc(N(C(=O)c2ccco2)C(C(=O)NC2CCCC2)c2ccc(N(C)C)cc2)c1 (configuration not stated)
 : i, 0.0, i, -3.6, i, i, 1.7, i, i, i, i
42. COc1cc(NC(=O)c2cnc(NCc3ccccc3)nc2C)cc(OC)c1OC
 : i, 2.1, i, 5.5, i, i, 8.3, i, i, i, i
43. Cc1cccc(NC(=O)N2C3CCCC2CC(NC(=O)C(C)(C)C)C3)c1 (configuration not stated)
 : i, -1.1, i, 2.4, i, i, 4.1, i, i, i, i
44. COc1ccc(NC(=S)NC(=O)c2ccc(Br)o2)cc1
 : i, 1.2, i, 0.8, i, i, 1.6, i, i, i, i
45. Cc1ccc(Oc2nc3c(C)cccn3c(=O)c2/C=C(\C#N)C(N)=O)cc1
 : i, -0.6, i, 4.0, i, i, -1.8, i, i, i, i
46. NC(N)=N/N=C/c1cc([N+](=O)[O-])ccc1O
 : i, 0.4, i, -8.9, i, i, 6.9, i, i, i, i
47. CCCc1cc(-c2nc(N)ncc2-c2csc(C)n2)c(O)cc1OC
 : i, -0.7, i, -13.9, i, i, 14.1, i, i, i, i
48. CCC(C)NC(=O)CCn1c(-c2ccc(F)cc2)cc(C(C)=O)c1C (configuration not stated)
 : i, 0.0, i, 1.9, i, i, 10.4, i, i, i, i
49. COC(=O)C(CCSC)NC(=O)CNC(=O)C1CCCCC1 (configuration not stated)
 : i, -0.4, i, -4.5, i, i, 2.5, i, i, i, i
50. CN1CCCC(OC(=O)c2cc(Cl)ccc2Cl)C1 (configuration not stated)
 : i, -0.2, i, 1.5, i, i, -6.1, i, i, i, i
51. CCOC(=O)N1CCN(C(=O)C2CCN(S(=O)(=O)c3ccc(Cl)cc3)CC2)CC1
 : i, 0.7, i, 4.8, i, i, -3.2, i, i, i, i
52. COc1ccc(-c2cc(=Nc3ccc(C(=O)O)cc3)c3cc(C)ccc3o2)cc1
 : i, 1.0, i, 6.8, i, i, 4.3, i, i, i, i
53. CCOc1cc(/C=N/Nc2nc3ccccc3[nH]2)cc(Br)c1OCC(=O)N(C)C
 : i, 1.2, i, 2.5, i, i, 6.9, i, i, i, i
54. O=C(Cn1ncc2c3ccccc3n(Cc3cccc(Cl)c3)c2c1=O)NCC1CCCO1 (configuration not stated)
 : i, -0.4, i, 3.3, i, i, 7.5, i, i, i, i
55. Nc1cc(S(=O)(=O)N2CCOCC2)ccc1Oc1ccc(F)cc1
 : i, -0.7, i, -6.8, i, i, -3.4, i, i, i, i
56. CN(C)/C=C1\C(=O)NN=C1c1ccccc1
 : i, -0.1, i, 6.8, i, i, 1.2, i, i, i, i
57. Cn1c(=O)oc2cc(S(=O)(=O)N3CCCCC3)ccc21
 : i, -0.3, i, -17.3, i, i, -4.7, i, i, i, i
58. O=C(O)COc1ccc(Br)cc1/C=N\Nc1ccccn1
 : i, -14.1, i, 1.6, i, i, -10.3, i, i, i, i
59. O=C(CN1CCN(S(=O)(=O)c2ccccc2)CC1)Nc1ccc(Cl)c(Cl)c1
 : i, -0.2, i, -12.9, i, i, -4.1, i, i, i, i
60. CCC(C)NC(=O)C1=C(C)C(=O)OC12CCC(C)CC2 (configuration not stated)
 : i, -0.1, i, -0.6, i, i, 0.2, i, i, i, i
